High-throughput results (PubChem)
Tb PGK inh = inhibitors of T. brucei phosphoglycerate kinase; AID 602233; hit rate 0.043% among 380,000; PGK/GAPDH coupled, Kinase-Glo luminescence, 60 min; Potency, µM (top dose mostly 57.5 µM), for the others: at the highest dose activity change, negative = inhibition, usual class: inhibitors; P07378; note: potency is the fitted concentration of half-maximal effect; nearly all actives have a fitted effect of over 60% in size
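Luminescent ATP detection (Kinase-Glo Plus) follows a 60-minute room-temperature incubation, with wells lacking PGK as controls. Buffer: 100 mM TEA (pH 7.6), 5 mM MgCl2, 0.01% Tween-20. Coupling enzyme GAPDH (100 nM final) supplies unstable 1,3-BPG in-well.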
RXFP1 antag = antagonists of human relaxin receptor RXFP1 | hit rate 0.59% among 350,000 | HEK293-RXFP1, relaxin-stimulated cAMP HTRF, 30 min; active compounds read low | activity change, negative = inhibition, % at 57.5 µM | Q9HBX9;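 active = activity change of -60% or lower, but not beyond a set lower limit; inconclusive = change between -60% and -40%, or beyond the set limit; inactive = change above -40%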
Target sequence (Q9HBX9 whole entry, looked up): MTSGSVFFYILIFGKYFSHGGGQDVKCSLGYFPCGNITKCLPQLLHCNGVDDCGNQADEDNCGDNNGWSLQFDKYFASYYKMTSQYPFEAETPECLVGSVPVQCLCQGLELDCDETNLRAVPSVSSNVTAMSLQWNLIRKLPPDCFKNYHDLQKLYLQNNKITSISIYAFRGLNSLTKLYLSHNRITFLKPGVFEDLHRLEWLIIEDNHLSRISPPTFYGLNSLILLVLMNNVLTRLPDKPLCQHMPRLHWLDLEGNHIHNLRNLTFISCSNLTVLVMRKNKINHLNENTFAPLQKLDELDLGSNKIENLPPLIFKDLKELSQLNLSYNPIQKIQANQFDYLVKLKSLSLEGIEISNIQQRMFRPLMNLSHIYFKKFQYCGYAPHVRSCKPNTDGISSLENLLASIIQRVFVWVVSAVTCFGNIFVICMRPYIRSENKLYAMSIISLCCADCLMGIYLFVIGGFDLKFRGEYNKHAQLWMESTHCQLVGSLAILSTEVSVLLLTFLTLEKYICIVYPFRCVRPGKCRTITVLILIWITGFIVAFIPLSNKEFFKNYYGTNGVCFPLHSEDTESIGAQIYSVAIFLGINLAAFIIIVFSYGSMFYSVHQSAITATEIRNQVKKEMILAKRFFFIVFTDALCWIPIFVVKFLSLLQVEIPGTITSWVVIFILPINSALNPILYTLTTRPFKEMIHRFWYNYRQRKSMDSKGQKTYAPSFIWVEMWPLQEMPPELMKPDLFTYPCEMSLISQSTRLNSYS
POLH inh = blocks human DNA polymerase eta activity | Q9Y253 | recombinant Pol eta, fluorescent DNA replication assay | Potency, µM (top dose mostly 114 µM), inactives show top-dose activity change, negative = inhibition, usual class: inhibitors | hit rate 1.2% among 390,000; note: potency is the fitted concentration of half-maximal effect
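Fluorescent replication assay: 50 nM final substrate added after a 15 min room-temperature compound preincubation with 10 nM enzyme. Signal taken at 0 min and again at 10 min.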
An asterisk follows results filed as active; i = inactive; ? = inconclusive. Unless noted, calls come from the whole dose curve; as a rule, active = well fitted curve in the direction sought with a large enough effect; inconclusive = small, poorly fitted or top-dose-only effect, or another doubt; inactive = no such curve, though single readings can be large; an effect the other way counts as inactive or inconclusive. % is set by controls: 0 for no effect and ±100 for the full control effect. The list is partial. The share of hits here may be higher or lower than overall.

Tb PGK inh | RXFP1 antag | POLH inh | SMILES
-6% | 12 | -16% | CSc1ncnc2c1ncn2CCCNCc1ccc(C)o1
-5% | 4 | 5% | C1CCC(NC2=NCCO2)CC1
-4% | 5 | -2% | Cc1cc(NC(=O)COC(=O)CCn2c(C)csc2=O)c([N+](=O)[O-])cc1C
-3% | -2 | -13% | O=C(C1CCCO1)N1CCN(C(=O)C23CC4CC(CC(C4)C2)C3)CC1 (centres undefined)
3% | 0 | -12% | CC(CC(c1ccccc1)N1CCc2ccccc2C1)=NO (centres undefined)
-3% | 8 | -2% | CC(C)C1C(=O)N(Cc2cn(Cc3ccco3)nn2)CCS(=O)(=O)N1Cc1ccc(-c2ccc(F)nc2)cc1 (centres undefined)
-1% | -6 | -12% | CC(C)(C)Cc1c(-c2ccc(F)cc2)nc2ccc(Cl)cn12
-9% | -3 | -16% | Cc1nc2sccn2c(=O)c1S(=O)(=O)NCC1CCN(Cc2ccc(Cl)cc2)CC1
-8% | 4 | 0% | c1ccc(CSc2nnc(NC3CCCCC3)s2)cc1
-2% | -2 | -31% | CCCCCCC(=O)Oc1cccc(C2=CC(=O)CC(C)(C)C2=O)c1
-3% | 4 | -4% | CC(=O)Nc1nc2[nH]ccc2c(=O)[nH]1
-7% | 5 | -1% | Cc1ccc(S(=O)(=O)N2C[C@H]3C(=O)C[C@@H](c4ccccc4)N(S(=O)(=O)c4ccc(C)cc4)[C@H]3C[C@H]2c2ccccc2)cc1
-1% | -1 | -12% | CN(CC(=O)Nc1ccc(Cl)c(Cl)c1)CC(=O)N1CCCCCC1
-6% | -7 | -22% | C[C@H]1CN([C@@H](C)CO)S(=O)(=O)c2ccc(-c3cccc(F)c3)cc2O[C@@H]1CN(C)C
-6% | 1 | -15% | CCN1C(c2ccc(F)cc2)=CS/C1=C(/C#N)c1nnc2n1-c1ccccc1SC2
-1% | 7 | -11% | Cc1cc(/C=C(\C#N)C(=O)OCC(=O)N(C)c2c(N)n(Cc3ccccc3)c(=O)[nH]c2=O)c(C)n1CC(C)C
-6% | -10 | ? | O=C1c2cc3c(cc2CCC1c1ccc2c(c1)OCO2)OCO3 (centres undefined)
-4% | 5 | -20% | COc1cccc(S(=O)(=O)N(C)C[C@@H]2Oc3cc(C#CCN(C)C)ccc3S(=O)(=O)N([C@H](C)CO)C[C@@H]2C)c1
2% | 8 | -6% | C[C@H]1CN([C@@H](C)CO)C(=O)CCCn2cc(nn2)CO[C@@H]1CN(C)C(=O)Nc1cccc(C(F)(F)F)c1
0% | -6 | -9% | COc1ccc(F)cc1S(=O)(=O)N1CCc2ccccc2C1
-3% | 1 | 3% | CCCn1c(C)cc(C(=O)COC(=O)c2cc(=O)[nH]c3ccccc23)c1C
4% | 7 | -11% | C[C@@H]1CN([C@@H](C)CO)C(=O)CCCn2cc(nn2)CO[C@H]1CN(C)S(=O)(=O)c1ccc(-n2cccn2)cc1
-9% | 6 | -16% | O=C1C(=Cc2ccccc2O)SC(=S)N1CCCN1CCOCC1
i | -3 | -9% | CC1CC(C)(C)C2=NCCN21 (centres undefined)
-2% | -5 | -7% | C[C@@H]1CN([C@H](C)CO)C(=O)CCCn2nncc2CO[C@H]1CN(C)C(=O)c1ccccc1

Some of the entries so far, with bars between the fields:
SMILES | Tb PGK inh | RXFP1 antag | POLH inh
Cc1cc(/C=C(\C#N)C(=O)OCC(=O)N(C)c2c(N)n(Cc3ccccc3)c(=O)[nH]c2=O)c(C)n1CC(C)C | -1% | 7 | -11%
CC(C)(C)Cc1c(-c2ccc(F)cc2)nc2ccc(Cl)cn12 | -1% | -6 | -12%
CCCCCCC(=O)Oc1cccc(C2=CC(=O)CC(C)(C)C2=O)c1 | -2% | -2 | -31%
CN(CC(=O)Nc1ccc(Cl)c(Cl)c1)CC(=O)N1CCCCCC1 | -1% | -1 | -12%
CC(C)C1C(=O)N(Cc2cn(Cc3ccco3)nn2)CCS(=O)(=O)N1Cc1ccc(-c2ccc(F)nc2)cc1 (centres undefined) | -3% | 8 | -2%

Other results:
Tb PGK inh | RXFP1 antag | POLH inh | SMILES
-5% | -1 | -16% | COc1ccc(NC(=O)COC(=O)c2ccc3c(c2)OCCO3)cc1
7% | 1 | -5% | COc1ccccc1N1CCN(c2ccc3c(c2)S(=O)(=O)c2cccc(C(=O)NCc4ccc(F)cc4)c2C3=O)CC1
9% | -1 | -9% | COc1cc(NC(=O)C2CC(c3ccccc3O)=NO2)cc(OC)c1OC (centres undefined)
10% | -2 | 3% | COc1ccccc1CN(C)C[C@H]1OCc2cnnn2CCCC(=O)N([C@@H](C)CO)C[C@@H]1C
-1% | 8 | -13% | CC(C)N1CC2(CC(c3ccc(Cl)cc3Cl)=NO2)CN1C(=O)c1ccc(C(C)(C)C)cc1 (centres undefined)
-2% | 4 | 0% | CCN(CC)C(=O)C1=C(C)N(Cc2ccc(OC)cc2)C(=O)C(CC(=O)NCCN2CCOCC2)C1 (centres undefined)
-9% | 2 | 0% | N#Cc1ccc(S(=O)(=O)N2CCN(CN3C(=O)CC4(CCCC4)C3=O)CC2)cc1
-1% | 4 | -14% | O=C(Nc1ccccc1SC(=O)c1ccccc1)c1ccccc1
-3% | -8 | 3% | C=CCNc1n[nH]c(=S)s1
-4% | 7 | -3% | CCOC(=O)C1=C(Nc2ccc(OC)cc2)C(N)=NC1=N
-5% | -2 | -6% | COc1ccc2cc(C#CC3=CC(=O)C[C@H](c4ccc(F)cc4)C3)ccc2c1
i | -5 | -9% | Cc1cccc(C)c1N1C(=O)CC(Sc2ccccc2N)C1=O (centres undefined)
7% | 2 | -5% | CN(C)Cc1ccccc1CNC(=O)c1cccc(S(=O)(=O)Nc2ccc3c(c2)OCO3)c1
6% | -1 | -17% | c1nnc(NCNc2nncs2)s1
-2% | -12 | -4% | O=C(C[C@H]1C[C@H]2c3cc(NS(=O)(=O)c4ccc(F)cc4)ccc3O[C@H]2[C@H](CO)O1)NCc1ccncc1
-8% | 7 | -23% | CC1C(=O)N(Cc2cn(CCC3OCCCO3)nn2)CCS(=O)(=O)N1Cc1ccc(-c2ccc(F)cc2)cc1 (centres undefined)
5% | 1 | -16% | CC1=C(C(=O)N(C)C)CC(CC(=O)NCCc2ccccn2)C(=O)N1Cc1ccc(C(C)(C)C)cc1 (centres undefined)
-1% | -2 | -16% | Cc1ccc(S(=O)(=O)N2C[C@@H](C)[C@]3(C2)[C@H](O)[C@H](OC(=O)NCc2ccccc2)C[C@H]2C(=O)N(c4ccccc4)C(=O)[C@H]23)cc1
4% | 1 | -19% | COc1ccc(C(=O)NCC(=O)NCc2ccc3c(c2)OCO3)cc1[N+](=O)[O-]
-9% | 15 | -4% | CC(=O)N1CCOc2ccc(S(=O)(=O)NC[C@H]3O[C@@H](n4ccc(N)nc4=O)[C@H](O)[C@@H]3O)cc21
3% | -3 | -1% | COc1ccc(-n2c(C)c3c(C)nnc(C)c3c2C)cc1OC
8% | 2 | -21% | C[C@H](CO)N1C[C@H](C)[C@@H](CN(C)Cc2ccc(C(=O)O)cc2)Oc2ncc(Br)cc2C1=O
2% | -1 | -19% | COc1cccc(S(=O)(=O)Nc2ccc3c(c2)[C@H]2C[C@H](CC(=O)N[C@@H](C)c4ccccc4)O[C@H](CO)[C@H]2O3)c1
7% | 1 | -19% | Cc1ccccc1N1CCN(C(=O)c2cc(-c3ccccc3)nc3c2cnn3C(C)C)CC1
-3% | 10 | -14% | CCCC1NC(=O)c2cc3ccccc3cc2-n2c1nc1ccc(F)cc1c2=O (centres undefined)

(listing goes on)
Tb PGK inh | RXFP1 antag | POLH inh | SMILES
-2% | 7 | -10% | COc1ccc(N(CC(=O)NC2CC3CCC2C3)S(=O)(=O)c2ccc(C)cc2)cc1Cl (centres undefined)
2% | 0 | -15% | CN(C(=O)c1cc2c(cc1Br)OCO2)c1cccc2ccccc12
3% | -17 | -12% | COCOCCn1cc(CN2CCS(=O)(=O)N(Cc3ccc(-c4ccc(OC)cc4)cc3)C(C(C)C)C2=O)nn1 (centres undefined)
-6% | 8 | -1% | CC1=C2C3OC(=O)C(C)C3CCC2(C)C=C(Br)C1=O (centres undefined)
i | -3 | -9% | C[C@@H]1CN([C@H](C)CO)C(=O)CCCn2nncc2CO[C@H]1CN(C)C(=O)OCc1ccccc1
i | 0 | 0% | COc1ccc(C(=O)Nc2ccc3nc(C)sc3c2)cc1S(=O)(=O)N1CCOCC1
2% | 3 | -8% | Cc1onc(-c2ccccc2Cl)c1C(=O)NCc1nnnn1-c1ccc(F)c(F)c1
-4% | -4 | -4% | COc1ccc(Br)c(C(=O)OCC(=O)Nc2cc(C)on2)c1
-10% | -2 | -3% | CN(C(=O)COC(=O)c1c[nH]c2ccccc12)c1ccccc1
-10% | 0 | ? | COc1ccccc1-c1ccc([C@@H]2C[C@H]3[C@H](CON3C)CN2C(=O)c2ccc(-c3ccccc3)cc2)cc1
7% | 7 | -6% | C[C@H]1CN([C@@H](C)CO)C(=O)CCCn2cc(nn2)CO[C@@H]1CN(C)C(=O)Nc1ccc(C(C)(C)C)cc1
i | 4 | -7% | Cn1cnc2ncnn2c1=S
0% | ? | -9% | CC(=NNC(=S)N1CC2CCC(CC2)C1)c1ccccn1
-4% | -1 | -8% | Cc1cccc(OCCC(=O)OCC(=O)N2c3ccccc3NC(=O)C2(C)C)c1
-13% | -8 | -16% | CCOC(=O)N1Cc2cc3ccccc3nc2C1
-5% | -4 | -4% | Cc1noc(C)c1NC(=O)N(C)C[C@@H]1OCc2cn(nn2)CCCC(=O)N([C@H](C)CO)C[C@H]1C
-5% | 13 | -15% | Cc1ccc(S(=O)(=O)N2C[C@H]3[C@H]4C(=O)N(c5ccccc5)C(=O)[C@H]4C[C@H](OC(=O)NCc4ccco4)[C@@]3(O)C2)cc1
0% | -1 | -9% | O=C(c1cc(C2CC2)nn1-c1ccccc1)N1CCN(S(=O)(=O)c2ccccc2F)CC1
9% | -3 | -19% | C[C@@H]1CN([C@H](C)CO)S(=O)(=O)c2ccc(Br)cc2O[C@H]1CN(C)C(=O)Nc1ccccc1
-8% | -1 | -11% | O=C(COC(=O)c1c(F)cccc1F)NC(=O)NCc1ccccc1
-10% | 0 | -5% | COc1ccc(C2CC(c3cccs3)=NN2C(=O)CCCC(=O)O)cc1OC (centres undefined)
3% | 6 | -6% | COc1cc(/C=N/N2CCN(Cc3ccccc3)CC2)cc(OC)c1OC
-4% | -1 | -16% | N#CCC(=O)Nc1ccc(C(=O)Nc2cccc(S(=O)(=O)N3CCCC3)c2)cc1
-1% | -7 | -2% | Clc1ccccc1NN=Cc1ccccn1
i | 7 | -5% | COc1ccc(NC(=O)N(C)C[C@H]2Oc3cc(Br)ccc3S(=O)(=O)N([C@H](C)CO)C[C@@H]2C)cc1

Arranged by value in Tb PGK inh (high to low): three of the compounds above.
molecule,Tb PGK inh,RXFP1 antag,POLH inh
COc1cc(NC(=O)C2CC(c3ccccc3O)=NO2)cc(OC)c1OC (centres undefined),9%,-1,-9%
Cc1cccc(OCCC(=O)OCC(=O)N2c3ccccc3NC(=O)C2(C)C)c1,-4%,-1,-8%
c1ccc(CSc2nnc(NC3CCCCC3)s2)cc1,-8%,4,0%

New compounds follow.
Tb PGK inh | RXFP1 antag | POLH inh | SMILES
-9% | -3 | 2% | CC1C(=O)N(Cc2cn(Cc3ccco3)nn2)CCS(=O)(=O)N1Cc1ccc(-c2ccc(Cl)c(Cl)c2)cc1 (centres undefined)
-6% | 2 | -12% | O=C(NN=Cc1c[nH]c2ccccc12)NN=Cc1c[nH]c2ccccc12
1% | 4 | -6% | CN(C1=NS(=O)(=O)N=C(N(C)c2ccccc2)O1)c1ccccc1
-7% | 4 | ? | CCOC(=O)c1cc(C)nnc1C(=O)OCC
-9% | 0 | 2% | Cc1cc(S(=O)(=O)NC[C@H]2O[C@@H](n3ccc(N)nc3=O)[C@H](O)[C@@H]2O)c(C)s1
-1% | -3 | -1% | COc1ccc([N+](=O)[O-])cc1NC(=O)COC(=O)C12CC3CC(CC(O)(C3)C1)C2
-2% | -1 | -13% | C[C@H]1CN([C@@H](C)CO)S(=O)(=O)c2ccc(Br)cc2O[C@H]1CN(C)S(=O)(=O)c1ccccc1F
-7% | -12 | -6% | CCC(C(N)=O)N1C(=O)C2C3CCC(C3)C2C1=O (centres undefined)
-8% | -3 | -12% | COc1ccc(N2CCN(CC(=O)Nc3c(C)cccc3C)CC2)cc1
-9% | 0 | -16% | CCOc1ccc(S(=O)(=O)Nc2cccc(C(=O)N3CCN(c4ccccn4)CC3)c2)cc1

6 compounds drawn at random from the list so far:
Tb PGK inh | RXFP1 antag | POLH inh | SMILES
-7% | 4 | ? | CCOC(=O)c1cc(C)nnc1C(=O)OCC
-7% | -12 | -6% | CCC(C(N)=O)N1C(=O)C2C3CCC(C3)C2C1=O (centres undefined)
-9% | -3 | 2% | CC1C(=O)N(Cc2cn(Cc3ccco3)nn2)CCS(=O)(=O)N1Cc1ccc(-c2ccc(Cl)c(Cl)c2)cc1 (centres undefined)
1% | 4 | -6% | CN(C1=NS(=O)(=O)N=C(N(C)c2ccccc2)O1)c1ccccc1
-2% | -1 | -13% | C[C@H]1CN([C@@H](C)CO)S(=O)(=O)c2ccc(Br)cc2O[C@H]1CN(C)S(=O)(=O)c1ccccc1F
-8% | -3 | -12% | COc1ccc(N2CCN(CC(=O)Nc3c(C)cccc3C)CC2)cc1
